Neddylation inh: inhibitors of human cullin neddylation | TR-FRET cullin neddylation, biochemical | calls only at 25 µM | 360,000 compounds, 0.58% hits | AID 651699; in the data active = inhibition above about 36%
MT1-MMP act inh: inhibitors of human MT1-MMP activation. P50281. HT1080 RFP-PRO-GFP cells, GFP/RFP ratio fluorescence, overnight; percent of plate control window, DMSO zero. GFP/RFP ratio change, % at 20 µM. 360,000 compounds, 0.061% hits;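 active = GFP/RFP ratio change of at least 30% with cell ATP level not reduced by more than half and red fluorescence within 50% of control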; note: strong numbers were not always called active
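Assay system: HT1080 cells carrying an RFP-PRO-GFP reporter | Dosing: Single dose of 20 µM compound, 1% DMSO final | Incubation: Cells overnight before dosing, compound overnight, 37 °C, 5% CO2 | Evaluation: GFP/RFP fluorescence ratio | Control set: DMSO and RFP-L50D-GFP cell wells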
MsrA act: activators of bovine methionine sulfoxide reductase A. purified bovine MsrA, absorbance read-out. activation, % at 10.6 µM. 360,000 compounds, 0.3% hits; in the data active = activation above about 7.5%;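 note: 0% = vehicle and 100% = reference activator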
MLLE-PAM2 inh: inhibitors of microRNA-mediated deadenylation, human PABP1 MLLE binding; P11940; GST-MLLE / FITC-PAM2 fluorescence polarization; inhibition, % at 20 µM; 360,000 compounds, 0.36% hits; in the data active = inhibition above about 35%, passing the limit was not always enough;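 note: plate controls were DMSO wells with GST-MLLE for no effect and wells lacking GST-MLLE protein for full effect; some results filed as inactive read as strong as hits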
NRP1-CendR mod: NRP-1/CendR interaction modulation; O14786; FAM-RPARPAR peptide binding to NRP-1, fluorescence polarization; inhibition, % at 25 µM; 360,000 compounds, 0.85% hits; AID 602438;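 active = inhibition or corrected inhibition above about 18%, plus a signal ratio from 0.5 to 1.5, limit read from the data, passing the limit was not always enough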; note: strong numbers were not always called active
Target sequence (O14786 whole entry, looked up): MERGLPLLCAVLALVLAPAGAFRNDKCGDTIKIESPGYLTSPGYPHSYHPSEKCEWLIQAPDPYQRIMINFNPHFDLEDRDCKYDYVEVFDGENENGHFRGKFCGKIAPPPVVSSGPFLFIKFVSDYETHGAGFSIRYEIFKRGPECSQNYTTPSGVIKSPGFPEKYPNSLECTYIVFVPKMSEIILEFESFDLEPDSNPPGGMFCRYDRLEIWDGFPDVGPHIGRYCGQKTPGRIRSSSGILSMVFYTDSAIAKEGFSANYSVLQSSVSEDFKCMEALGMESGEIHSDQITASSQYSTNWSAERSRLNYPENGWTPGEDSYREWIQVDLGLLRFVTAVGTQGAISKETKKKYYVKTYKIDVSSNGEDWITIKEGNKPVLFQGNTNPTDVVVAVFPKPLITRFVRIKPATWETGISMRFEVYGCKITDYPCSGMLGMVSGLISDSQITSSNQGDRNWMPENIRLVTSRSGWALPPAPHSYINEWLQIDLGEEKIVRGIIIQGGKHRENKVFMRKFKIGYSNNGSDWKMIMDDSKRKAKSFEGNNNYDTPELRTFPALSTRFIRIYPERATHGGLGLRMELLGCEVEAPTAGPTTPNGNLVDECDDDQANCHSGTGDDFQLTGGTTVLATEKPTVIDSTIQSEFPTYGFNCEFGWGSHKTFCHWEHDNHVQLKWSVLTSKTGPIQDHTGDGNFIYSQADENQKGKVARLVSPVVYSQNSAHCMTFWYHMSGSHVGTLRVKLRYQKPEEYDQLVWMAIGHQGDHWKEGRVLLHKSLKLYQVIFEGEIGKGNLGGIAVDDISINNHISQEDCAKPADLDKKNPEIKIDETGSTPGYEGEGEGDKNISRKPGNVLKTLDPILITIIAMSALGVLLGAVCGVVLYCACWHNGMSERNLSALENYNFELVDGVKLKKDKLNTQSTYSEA
eLon inh: inhibits E. coli Lon protease; P0A9M0; purified E. coli Lon protease, fluorescence polarization; inhibition, % at 7.94 µM; 360,000 compounds, 0.42% hits; AID 602123; in the data active = inhibition above about 13%, passing the limit was not always enough;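 note: 0% = enzyme with probe and DMSO and 100% = no enzyme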
FAS-TE inh: blocks the thioesterase domain of human fatty acid synthase | P49327 | recombinant FAS-TE, OMFH fluorogenic substrate, fluorescence endpoint | inhibition, % at 15 µM | 360,000 compounds, 0.67% hits;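 active = compounds whose normalised, plate-corrected inhibition of enzyme fluorescence in the single-dose primary screen is 50% or more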;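 note: 0% = DMSO with enzyme and 100% = substrate without enzyme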
Rin1 Abl inh: blocks binding of human Rin1 to Abl; AID 588664; P00519+Q13671; inhibition, % at 7.35 µM; TR-FRET Rin1/Abl binding, biochemical; 360,000 compounds, 0.4% hits; in the data active = inhibition above about 5%, passing the limit was not always enough
SKN-1 block: blocks SKN-1 activity in C. elegans. C. elegans VP596 Pgst-4::GFP/RFP ratio, acrylamide-induced, 24 h. inhibition, % at 21.8 µM. 360,000 compounds, 0.49% hits;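 active = interference check ratio from 0.5 to 1.5 plus GFP to RFP signal ratio inhibition reaching or exceeding a fixed threshold, cut at about 30% in these data, passing the limit was not always enough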; note: some compounds called inactive have numbers as strong as hits
* = called active by the depositor; i = inactive; · = no result given.

Second line of a record – eLon inh	MT1-MMP act inh	Neddylation inh	NRP1-CendR mod	MLLE-PAM2 inh	MsrA act	SKN-1 block	FAS-TE inh	Rin1 Abl inh
CCn1c(C)csc1=NC(=O)c1ccccc1O
    1	4	·	0	-4	-7	6	-4	4
Cc1ccc(-c2nc(NC(=O)c3cc(C(C)(C)C)nn3C)sc2C)cc1Cl
    12	-51	i	-2	-7	-3	-2	20	-4
CN(CCNC(=O)CCNC(=O)Cn1ccc2ccccc2c1=O)Cc1ccccc1
    -4	7	i	-1	-8	-2	-7	-8	2
CCCCCCSC1=C(C#N)C(=O)NC2(CCCCC2)S1
    -5	-1	i	2	24	-9	-13	10	0
CCOC(=O)C1CN(S(=O)(=O)c2cc(OC)ccc2OC)C1
    9	3	i	10	7	-2	7	-5	1
O=C(c1cccc(C(F)(F)F)c1)C1CCCN(C(=O)C2CCOCC2)C1 (centres undefined)
    -12	2	i	1	0	-9	-3	-2	0
COCCSc1nnc(NS(=O)(=O)Cc2ccccc2)s1
    1	2	i	-7	-8	-3	1	-10	3
COc1ccc(NC(=O)CN2C(=O)NC(C)(C3CCCCC3)C2=O)c(OC)c1 (centres undefined)
    7	-1	i	2	6	-5	-1	-5	-1
CCOC(=O)CNC(=S)N(CCCN1CCCCC1)Cc1cccs1
    -6	1	i	-5	-69	-3	5	-5	3
CC(=O)N(C(C)=O)N1C(=O)/C(=C/c2ccc(Cl)cc2)SC1=S
    1	5	i	-11	15	-2	-8	-4	0
O=C1CCCCC1Sc1ccc(Cl)cc1[N+](=O)[O-] (centres undefined)
    -8	1	i	15	-24	-6	-15	0	-2
CCCC(C(=O)NC1CCCC1)N(CCN(CC)CC)C(=O)c1snc(C(N)=O)c1N (centres undefined)
    1	1	i	-4	0	-2	3	-6	1
Cc1cc(N/N=C2/CCCc3ccccc32)nc2ccccc12
    -8	-2	i	3	-6	4	8	15	-3
CC1(c2nnc(-c3cccc(Cl)c3)o2)CC(c2cccc([N+](=O)[O-])c2)=NO1 (centres undefined)
    -2	-5	i	2	4	-1	0	24	-1
CCCC1=Nc2cc(C(=O)NCCCN3CCOCC3)ccc2Sc2ccccc21
    3	1	i	1	-2	-4	6	-4	0
O=C(O)CCCNC(=O)c1ccc(NC(=O)Cc2ccc(Cl)cc2)cc1
    -11	2	i	2	0	-1	8	-1	2
COc1cc(NC(=O)c2ccccc2)c(OC)cc1NC(=O)CN1C(=O)NC2(CCCCC2C)C1=O (centres undefined)
    -12	2	i	-6	-78	3	9	0	1
Nc1cc(=O)[nH]c(SCC(=O)Nc2cc(S(=O)(=O)N3CCCCC3)ccc2Cl)n1
    8	8	i	-6	14	-7	-1	-10	2
C[C@H](CO)N1C[C@H](C)[C@@H](CN(C)C(=O)c2cnccn2)Oc2cc(C#CCC3CCCC3)ccc2S1(=O)=O
    -10	9	i	4	-73	0	10	12	-1
C#CCNC(=O)C[C@@H]1C[C@@]2(C(=O)OCC)CCCC=C2N(Cc2ccco2)C1=O
    -3	3	i	-4	·	-7	-3	-5	·
Cc1ccc(N2C(=O)C(Cl)=C(Nc3c(C)n(C)n(-c4ccccc4)c3=O)C2=O)cc1
    -10	4	i	6	5	-4	8	-5	0
O=C(O)c1cc(S(=O)(=O)NCCCN2CCCC2=O)ccc1Cl
    -5	0	i	6	-15	-3	27	-12	0
CC(=O)Oc1cc2c(cc1Cl)C1(CC(c3ccccc3Cl)O2)CC(C)(C)NC(=S)N1 (centres undefined)
    -1	-6	i	4	-122	5	-3	38	-3
COCCNC(=O)c1onc(CS(=O)(=O)c2cc(C)cc(C)c2)c1C(=O)NCCOC
    3	1	i	14	-9	-2	3	-10	1
CS(=O)(=O)NCCC1=CCCCC1
    -9	-4	i	0	1	1	13	-4	1
Cc1ccc(OCc2cc(C(=O)NC3CCOC3)no2)cc1C (centres undefined)
    -6	3	i	0	8	-2	7	-2	2
CN(C)c1cccc(C(=O)OCC(=O)N(Cc2ccccc2)C2CCS(=O)(=O)C2)c1 (centres undefined)
    -8	2	i	-2	-7	-11	-28	9	1
CCOC(=O)Cc1[nH]nc2c1C(c1cccc(OC)c1OC)C(C#N)=C(N)O2 (centres undefined)
    -5	-5	i	-8	2	-8	-2	-6	2
N#C/C(=C\c1ccc(-c2ccc(Br)cc2)o1)C(=O)NCCc1c[nH]c2ccccc12
    8	7	i	1	-30	-4	10	46	-1
CC(NC(=O)C(=O)N1CCCCC1)C(c1cccs1)N1CCN(c2ccccc2F)CC1 (centres undefined)
    0	-3	i	-2	12	-1	8	0	4
Cc1ccsc1-c1nc(CN2C[C@@H](C)O[C@@H](C)C2)c(C)o1
    1	-1	i	-6	9	-3	8	-10	1
CC(NCCOc1ccccc1F)C(=O)Nc1ccc(S(N)(=O)=O)cc1 (centres undefined)
    -3	1	i	-3	-5	0	-2	-6	-1
COc1ccc(S(=O)(=O)N(C)C[C@H]2Oc3ccc(NC(=O)c4ccncc4)cc3C(=O)N([C@H](C)CO)C[C@@H]2C)cc1
    -2	2	i	-11	-11	-1	3	-8	4
CC1CCCC(C)N1/N=C/c1ccccc1Br (centres undefined)
    0	3	i	9	8	-8	15	1	0
Cc1ccc(N(C)S(=O)(=O)c2cccc(C(=O)N(C)Cc3cnn(-c4ccccc4)c3)c2)cc1
    -14	0	i	7	2	-2	2	18	-1
O=C(COC(=O)CCC1CCCC1)Nc1ccccc1Sc1ccccc1
    -2	0	i	-2	4	-3	13	1	-2
Cc1ccc(CN2CCSc3ccc(C(=O)NCCCN4CCOCC4)cc32)cc1
    -6	2	·	12	6	-1	20	-2	-2
CCOC(=O)C1(Cc2ccccc2C)CCCN(C(=O)c2ccc(C(C)=O)s2)C1 (centres undefined)
    0	3	i	0	7	-2	-4	2	-8
Cc1cc(-c2cccs2)c2c(n1)sc1c(=O)[nH]c(=O)[nH]c12
    -12	-3	i	1	-2	-9	9	-5	4
CCOC(=O)/C(C#N)=C1/SC(CCO)C(=O)N1c1ccccc1 (centres undefined)
    1	-6	i	-6	-11	-1	-10	-4	-1

Entries above that contain fluorine (3):
Second line of a record – eLon inh	MT1-MMP act inh	Neddylation inh	NRP1-CendR mod	MLLE-PAM2 inh	MsrA act	SKN-1 block	FAS-TE inh	Rin1 Abl inh
O=C(c1cccc(C(F)(F)F)c1)C1CCCN(C(=O)C2CCOCC2)C1 (centres undefined)
    -12	2	i	1	0	-9	-3	-2	0
CC(NC(=O)C(=O)N1CCCCC1)C(c1cccs1)N1CCN(c2ccccc2F)CC1 (centres undefined)
    0	-3	i	-2	12	-1	8	0	4
CC(NCCOc1ccccc1F)C(=O)Nc1ccc(S(N)(=O)=O)cc1 (centres undefined)
    -3	1	i	-3	-5	0	-2	-6	-1

More results follow:
Second line of a record – eLon inh	MT1-MMP act inh	Neddylation inh	NRP1-CendR mod	MLLE-PAM2 inh	MsrA act	SKN-1 block	FAS-TE inh	Rin1 Abl inh
Cn1c(CSCC(=O)Nc2ccccc2)nnc1SCc1ccccc1
    3	1	i	-8	-4	-3	-14	-8	0
COc1cc(C(=O)NC(=S)N2CCCCCC2)cc(OC)c1OC
    5	5	i	0	0	-1	3	-5	-5
COC(=O)[C@H]1C[C@H](C(=O)O)[C@@H](C)C1(C)C
    4	0	i	10	6	-5	-9	-14	0
CCOc1ccc(C(C)NC(=O)C2CCCC2)cc1 (centres undefined)
    4	3	i	-2	-13	-2	-9	0	1
COc1ccc2c(c1)C1C=CCC1C(c1cc3c(cc1Br)OCO3)N2 (centres undefined)
    -10	-22	i	-24	-23	-2	6	18	2
Nc1ccc(Nc2nc(-c3cccs3)cs2)cc1
    -5	4	i	8	7	-2	-4	2	-5
COCCCNC(=S)NNC(=O)c1cc(Cl)c(O)c(Cl)c1
    -7	0	i	3	-21	-11	-16	-7	1
CSc1nc(N(C)CCO)c2sc3nc(-c4ccco4)c4c(c3c2n1)CCC4
    2	21	i	-12	9	0	0	-9	-5
NC1=NC(c2ccc(Cl)cc2)N(c2ccc(S(N)(=O)=O)cc2)C(N)=N1 (centres undefined)
    -1	0	i	-4	0	-4	-3	0	-1
COC(=O)[C@@H](Cc1ccccc1)NC(=O)[C@H]1O[C@@H](n2cnc3c(N)ncnc32)[C@H](O)[C@@H]1O
    -14	5	i	4	-9	-2	12	-9	2
Cn1c(SCC(=O)NC2CCS(=O)(=O)C2)nc2ccccc21 (centres undefined)
    -1	4	i	-6	-15	-11	0	-5	0
Cc1cc(OCC(F)(F)C(F)(F)C(F)(F)C(F)(F)C(F)(F)C(F)F)nc(N)n1
    2	2	i	2	4	2	16	14	3
Cc1ccc(S(=O)(=O)NC(=O)N(CCC#N)Cc2ccccc2)cc1
    -12	0	i	10	1	-5	-3	-3	3
Cc1ccc(-c2csc3ncnc(NS(=O)(=O)c4ccc(Cl)cc4)c23)cc1
    3	6	i	-9	-2	-4	0	12	-1
Cc1ccccc1N1C(=O)C2ON(c3ccccc3)C(c3ccncc3)C2C1=O (centres undefined)
    1	1	i	-5	16	-3	-3	-6	-2
CC1(C)NC(=O)N(CCCCOc2ccc(Cl)cc2C=O)C1=O
    -4	2	i	0	9	-2	4	1	1
O=c1cn[nH]c2ccccc12
    -10	11	i	8	-11	-2	-5	2	-3
COc1ccc(N2CCN(S(=O)(=O)c3ccc4c(c3)NC(=O)C(C)C(=O)N4)CC2)cc1 (centres undefined)
    -3	1	i	-15	4	-2	-1	20	-1
COc1ccc(NC(=O)CN(C)Cc2cccs2)cc1Cl
    1	5	i	-2	-8	-9	-13	7	3
CC(C)(COC(=O)C(c1ccccc1)c1ccccc1)CN1CCOCC1
    0	4	i	4	4	-1	4	19	-2
CCNc1nc(NCC)n2c(SCC(=O)Nc3ccc(C)cc3Br)nnc2n1
    -8	4	i	12	1	-1	-5	-7	3
COc1ccc(C(=O)COC(=O)C(C)N2C(=O)C3C4CCC(C4)C3C2=O)cc1 (centres undefined)
    5	-1	i	2	-3	-4	5	-2	3
CC(C)(C)OCC1CO1 (centres undefined)
    8	1	i	0	10	-4	5	-2	-1
O=C(CCl)N=c1sccn1Cc1ccc(Cl)cc1Cl
    4	-28	i	-8	6	-1	5	8	-3
Cc1ccnc(SC2CC(=O)N(c3ccc(Br)cc3)C2=O)n1 (centres undefined)
    -5	2	i	2	11	-3	-12	-2	1
Cc1nc(N)sc1C(=O)NN
    -1	2	i	-10	9	-4	4	-5	1
O=S(=O)(Cc1ccccc1)N1CCN(Cc2c(F)cccc2Cl)CC1
    -14	-3	i	-2	-63	-2	25	0	1
CCCCOC(=O)CSC1=C(C#N)C(c2ccccc2OCC)C(C#N)C(=O)N1 (centres undefined)
    -19	-3	i	-31	3	-14	1	-3	-20
COc1cccc(C(=O)NCC(=O)OCC(=O)Nc2cc(OC)c([N+](=O)[O-])cc2C)c1
    4	2	i	-3	-4	-8	-5	-8	-2
Cc1nc(Cc2nnc(SCC(=O)N3CCN(c4ccc(F)cc4)CC3)o2)cs1
    -4	0	i	7	5	6	9	-5	2
CC(=O)Nc1cccc(NC(=O)c2c(-c3c(Cl)cccc3Cl)noc2C)c1
    -3	6	i	-17	13	0	11	-4	4
Cc1ccc(S(=O)(=O)/C=C2\OCc3ccccc32)cc1
    ·	1	i	-5	·	·	-3	·	·
Nn1c(SCC(=O)Nc2ccc(F)c(F)c2)nnc1C1CCCCC1
    -3	1	i	8	-8	9.3*	-6	7	4
COc1ccc(-n2c(SCC(=O)NCCC(C)C)nc3ccsc3c2=O)cc1
    1	-2	i	3	-32	-3	-14	4	-2

Source: PubChem BioAssay (several laboratories)
